esBAF inh – SWI/SNF esBAF complex inhibition; reporter increase, % at 12.5 µM; mouse ES cells, Bmi1-luciferase knock-in reporter, 24 h; 100% = twice the neutral-well signal; 2% of 350,000 active; in the data active means activation above about 40%; inconclusive means no clear call, values can overlap the other calls;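 further: 0% = median of the plate's neutral control wells and 100% = double that signal; a rise in the Bmi1 reporter signal indicates esBAF inhibition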
ARNT TACC3 PPI – disruptors of human ARNT/TACC3 interaction. Q9Y6A5. AlphaScreen His-ARNT PAS-B/GST-TACC3 binding, luminescence; TACC3 fragment carries E629A point mutation. inhibition, % at 9.99 µM. 0.66% of 390,000 active. AID 623870;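 active means mean inhibition of replicates at least 50% and at least half of replicates each reaching 50%; inconclusive means half or more replicates reach 50% but mean below 50%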;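 further: 0% = complete ARNT plus TACC3 wells and 100% = ARNT alone without TACC3; many hits fall short of the cut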
SIRT5 block – inhibitors of human sirtuin-5 desuccinylase. Q9NXA8. Purified SirT5, succinyl-peptide AMC, trypsin-coupled fluorescence. inhibition, % at 15 µM. 1.1% of 330,000 active. AID 652115; in the data active means inhibition above about 15%; inconclusive means no clear call, values can overlap the other calls
Target sequence (Q9NXA8 whole entry, looked up): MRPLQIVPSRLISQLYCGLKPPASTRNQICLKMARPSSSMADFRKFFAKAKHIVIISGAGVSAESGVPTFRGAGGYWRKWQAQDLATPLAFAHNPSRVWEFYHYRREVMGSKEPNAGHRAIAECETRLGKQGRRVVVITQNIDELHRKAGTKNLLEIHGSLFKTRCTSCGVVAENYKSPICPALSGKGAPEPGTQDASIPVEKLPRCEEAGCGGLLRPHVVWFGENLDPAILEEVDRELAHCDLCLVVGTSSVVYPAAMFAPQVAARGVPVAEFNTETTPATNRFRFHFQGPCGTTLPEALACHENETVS
ERp5 block – ERp5 (human) disulfide isomerase inhibition; AID 651711; 0.05% of 350,000 active; Q15084; inhibition, % at 9.99 µM; ERp5 insulin aggregation, absorbance 650 nm, 90 min;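 active means mean replicate inhibition above about 25%, with every replicate also reaching it, limit read from the data, passing the limit was not always enough; inconclusive means only one of those two criteria met; inactive means neither criterion met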
Target sequence (Q15084 whole entry, looked up): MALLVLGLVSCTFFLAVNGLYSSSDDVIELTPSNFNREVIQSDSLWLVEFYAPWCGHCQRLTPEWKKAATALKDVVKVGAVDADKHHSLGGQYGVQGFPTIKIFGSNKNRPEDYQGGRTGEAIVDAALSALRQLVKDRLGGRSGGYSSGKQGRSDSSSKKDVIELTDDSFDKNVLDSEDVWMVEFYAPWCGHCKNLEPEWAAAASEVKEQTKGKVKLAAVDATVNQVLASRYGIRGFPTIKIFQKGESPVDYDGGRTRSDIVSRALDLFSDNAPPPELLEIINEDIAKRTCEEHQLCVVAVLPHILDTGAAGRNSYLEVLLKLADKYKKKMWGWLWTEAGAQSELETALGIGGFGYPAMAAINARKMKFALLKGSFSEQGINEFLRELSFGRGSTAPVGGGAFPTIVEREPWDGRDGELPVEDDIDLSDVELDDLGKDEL
Cneo AK release – causes C. neoformans cell lysis; adenylate kinase release luminescence, 4 h; normalised: neutral wells 0, clomiphene wells 100; 0.2% of 360,000 active; lysis activity, % at 15 µM;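 active means mean lysis activity across replicates of at least 80%, whatever share of replicates individually reach that level; inactive means mean lysis activity below 80%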
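Schedule: static 4 h at 37 °C with compound, 1 h detection; system: C. neoformans cells; benchmarks: Clomiphene as positive control; buffer or medium: fresh YPD medium; measure: luminescence rise reflecting yeast cell lysis; measured by: luminescent adenylate kinase detection reagent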
miR122 inh – inhibitors of miR-122 in Huh7 cells; activation (reporter increase), % at 12.5 µM; Huh7 miR-122 Renilla luciferase sensor, 48 h; neutral wells = 0, positive control = 100; 0.3% of 340,000 active; AID 602342;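 active means mean replicate activation score at least 90 and every replicate individually at or above 90; inconclusive means only one of the two criteria met; inactive means neither criterion met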;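 further: higher luciferase means less miR-122 activity so hits act as miR-122 inhibitors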
Statin myotox sup – suppression of simvastatin myotoxicity | rescue of ATP level, % at 7.49 µM | 0.78% of 330,000 active | C2C12 myotubes + simvastatin, ATP luminescence, 48 h; scaled: DMSO 0, geranylgeraniol control 100 | AID 602340;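 active means mean ATP rescue above about 67%, or every replicate alone reaching that limit, limit read from the data, passing the limit was not always enough; inconclusive means no clear call, values can overlap the other calls; inactive means mean under the limit and some replicate under it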;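 further: myotubes were challenged with 10 µM simvastatin during compound exposure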
An asterisk follows results filed as active; ? = inconclusive; · = no result given; & = joins results of further samples; [ ] = another dose, or the depositor's remark.

SMILES	esBAF inh	ARNT TACC3 PPI	SIRT5 block	ERp5 block	Cneo AK release	miR122 inh	Statin myotox sup
C/C=C/C=C/C(=O)OCC(=O)Nc1ccc(Cl)cc1	4	-3	1	4	-8	8	8
CC(Oc1ccccc1)C(=O)N=C1SC2CS(=O)(=O)CC2N1CCc1ccccc1 (stereo not drawn)	-4	1	-1	1	2	-2	7
O=C(CN1CCCC1c1ccc2c(c1)OCCO2)NC(=O)Nc1ccccc1 (stereo not drawn)	14	-5	-12	0	-2	13	-3
COc1ccc(OC)c(NC(=O)CCn2cccc2)c1	-4	-2	·	·	-6	1	10
C[C@H]1CN([C@@H](C)CO)S(=O)(=O)c2ccc(C#Cc3ccncc3)cc2O[C@H]1CN(C)C(=O)C1CCCCC1	2	8	-2	-1	11	36[16.7 µM]	-53
O=C(NC1CCCC1)N[C@H]1C=C[C@@H](CC(=O)N2CCOCC2)O[C@H]1CO	-3	-2	1	-5	2	-9[16.7 µM]	2
CC1(C)Oc2ccc(C(=O)NN)cc2NC1=O	·	-7	-2	8	·	·	·
C=CCNCC(O)COc1ccc(C(C)=O)cc1OC (stereo not drawn)	·	-2	-5	3	·	·	·
O=[N+]([O-])c1cc(S(=O)(=O)N2CCCCCC2)ccc1F	·	-3	-6	-5	·	·	·
CC(=O)Nc1ccc(S(=O)(=O)N2CCC(n3cnc4cc(F)ccc43)CC2)cc1	3	4	·	·	-1	-9	-17
C[C@H]1CN([C@@H](C)CO)S(=O)(=O)c2ccc(C#CC(C)(C)O)cc2O[C@H]1CN(C)C	-2	-5	-1	2	9	-7[16.7 µM]	4
C[C@H](CO)N1C[C@H](C)[C@H](CN(C)C(=O)Nc2ccc3c(c2)OCO3)Oc2ccc(NC(=O)c3ccncc3)cc2C1=O	34	-5	-5	2	-2	-4[16.7 µM]	4
O=C(Nc1cc(F)ccc1F)N1C[C@@H]2[C@H](c3ccccc31)[C@H](CO)N2Cc1ccncc1	1	10	22*	-3	-7	4[16.7 µM]	-23
OC[C@@H]1[C@H](c2ccc(Br)cc2)[C@H]2CN(Cc3ccccn3)CCCCN12	6	32	-1	-3	0	19[16.7 µM]	10
COc1cccc(-c2cc(NC=O)c3ncc(-c4ccc(C(C)=O)cc4)n3c2)c1	1	·	·	2	0	-2	-47
O=C(O)CCCCCCCCCCCc1ccccc1	-4	-7	·	-3	-3	-1	5
COc1cc2cc(CCCOC(=O)c3ccc4c(c3)OCO4)oc(=O)c2cc1OC	-2	-1	-3	1	5	2	14
COc1ccc(CN(C)C[C@@H]2OCCCC[C@H](C)Oc3ccc(NC(=O)Nc4ccc(F)cc4)cc3C(=O)N([C@H](C)CO)C[C@@H]2C)cc1	-5	11	1	-2	2	-4[16.7 µM]	-336
Fc1ccc(C2CCCN2Cc2nc(Cc3ccccc3F)no2)cc1 (stereo not drawn)	·	-8	0	-9	·	·	·
C[C@@H]1CN([C@H](C)CO)C(=O)c2cc(NC(=O)Nc3ccc(C(F)(F)F)cc3)ccc2O[C@@H](C)CCCCO[C@H]1CN(C)Cc1ccc(C(=O)O)cc1	-2	7	-1	-3	-1	-2[16.7 µM]	·
CC(C)CNC(=S)N(CCCO)Cc1cc2cc3c(cc2[nH]c1=O)OCCO3	4	-10	5	1	-1	4	-6
C[C@H](CO)N1C[C@H](C)[C@H](CN(C)Cc2ccc(Oc3ccccc3)cc2)Oc2ccc(NC(=O)c3ccncc3)cc2C1=O	-4	0	1	-7	-2	-4[16.7 µM]	-18
CN1CCN(c2ccc(NC(=O)c3cccc(OCc4ccccc4)c3)cc2)CC1	5	-3	·	·	0	-17	-17
COc1ccc(CNC(=O)CN2CCN(S(=O)(=O)c3cccs3)CC2)cc1OC	-7	0	-4	4	·	-6	1
Cc1ccc(-n2c(=O)cc(NCc3cccnc3)[nH]c2=O)cc1	-7	4	·	·	7	-1	-17

(continued)
SMILES	esBAF inh	ARNT TACC3 PPI	SIRT5 block	ERp5 block	Cneo AK release	miR122 inh	Statin myotox sup
COc1ccc(CN2[C@@H]3CN(C(=O)C4CC4)c4ccccc4[C@@H]3[C@@H]2CO)cc1	-6	-2	-3	-2	-3	8[16.7 µM]	-9
COc1ccc(/C=C(\NC(=O)c2ccc(C)cc2)C(=O)Nc2ccc(C(=O)O)cc2)cc1	2	-2	1	0	2	·	12
COC(=O)c1ccccc1NC(=O)CSc1nc2ccccc2c(=O)[nH]1	-5	·	3	-10	-1	-6	·
CCCCNC(=O)c1cn(CC)c2ccc(S(=O)(=O)N3CCCCCC3)cc2c1=O	-4	0	-2	-7	0	-3	-6
C[C@@H]1CCCCO[C@H](CN(C)Cc2ccccc2)[C@@H](C)CN([C@H](C)CO)C(=O)c2cc(NC(=O)c3ccccc3)ccc2O1	1&-7	3	-3	3	4&9	1	-7
CN(C)C(=O)C[C@@H]1CC[C@@H](NC(=O)NC2CCCC2)[C@H](CO)O1	2	10	-1	0	-8	·	-11
COc1ccc(N2CCN(C(CNC(=O)C(=O)NC3CC3)c3ccco3)CC2)cc1 (stereo not drawn)	·	4	-4	9	0	-3	11
COC(=O)C[C@H]1CC[C@@H]2[C@H](COc3ccc(NC(=O)c4cc(C)on4)cc3C(=O)N2C)O1	-3	-10	-1	2	4	32[16.7 µM]	19
COc1ccc(-c2sc3ccc(N4CCOCC4)cc3c2-c2ccc(O)cc2)cc1	7	1	-1	2	0	8	-32
CCCn1c(C(O)c2ccc(OC)cc2)nc2ccccc21 (stereo not drawn)	-2	-3	·	·	0	0	25
CCOc1cc(S(=O)(=O)NCCCN2CCOCC2)c(C)cc1C	-5	-10	3	1	-2	45	0
O=C(c1ccc2c(c1)OCO2)N1CCN(c2ncccn2)CC1	·	25	-1	1	·	·	·
CN(C)S(=O)(=O)c1ccc(C(=O)Nc2ccc3c(c2)CCC3)cc1	75*	-3	8	0	-2	-9	-4
C1CN(CC23CC4CC(CC(C4)C2)C3)CCO1	-7	-5	·	·	-2	3	·
COC(=O)c1ccc2c(c1)NC(=O)CS2	2	-5	0	3	0	·	-1
NC(=O)c1ccc(NC(=O)Nc2ccc3c(c2)OCO3)cc1	11	-1	-2	-4	-16	-6	-3
Cc1ccc(S(=O)(=O)N2CCC(C(=O)NCc3cccnc3)CC2)cc1	-3	-12	-1	-1	0	4	6
CO[C@H]1CN(C)C(=O)c2cc(NC(=O)NC(C)C)ccc2OC[C@H](C)N(C(=O)C2CCC2)C[C@H]1C	-12	-5	1	4	-2	·	10
COc1cccc(-c2nc(CS(=O)(=O)CC(=O)Nc3cc(F)ccc3F)c(C)o2)c1	5	·	0	3	2	-5	9
CN(CC(=O)N1CCCCCC1)S(=O)(=O)c1ccc(F)cc1	54*	-4	-4	-1	·	-6	7
O=C(O)c1ccc(Cl)c(S(=O)(=O)Nc2ccc3[nH]c(=O)[nH]c3c2)c1	·	-1	1	2	·	·	·
CCCn1c(C(C)Nc2nc(-c3cc(Cl)c(N)c(Cl)c3)cs2)nc2cc(Cl)c(N3CCCCC3)cc21 (stereo not drawn)	4	-2	-1	-5	4	-17	-3
C#CCOCC1CN(C)C(=O)O1 (stereo not drawn)	0	·	-7	2	-1	-5	2
O=C(NCc1cccnc1)/C(=C\c1ccc(-c2ccc(Cl)c(Cl)c2)o1)S(=O)(=O)c1ccccc1	·	-4	0	-3	-5	10	·
CC12C(=O)N(NC(=O)c3ccncc3)C(=O)C1C1C=CC2C1 (stereo not drawn)	-8	-13	-5	-5	-5	-3	9

Pulled by compound from the list above, two records:
SMILES	esBAF inh	ARNT TACC3 PPI	SIRT5 block	ERp5 block	Cneo AK release	miR122 inh	Statin myotox sup
CCCn1c(C(O)c2ccc(OC)cc2)nc2ccccc21 (stereo not drawn)	-2	-3	·	·	0	0	25
CCCCNC(=O)c1cn(CC)c2ccc(S(=O)(=O)N3CCCCCC3)cc2c1=O	-4	0	-2	-7	0	-3	-6

Record cards (already shown).
O=C(c1ccc2c(c1)OCO2)N1CCN(c2ncccn2)CC1 is entered as esBAF inh = ·; ARNT TACC3 PPI = 25; SIRT5 block = -1; ERp5 block = 1; Cneo AK release = ·; miR122 inh = ·; Statin myotox sup = ·
COC(=O)c1ccccc1NC(=O)CSc1nc2ccccc2c(=O)[nH]1 is entered as esBAF inh = -5; ARNT TACC3 PPI = ·; SIRT5 block = 3; ERp5 block = -10; Cneo AK release = -1; miR122 inh = -6; Statin myotox sup = ·

Continued.
SMILES	esBAF inh	ARNT TACC3 PPI	SIRT5 block	ERp5 block	Cneo AK release	miR122 inh	Statin myotox sup
Cc1ccc(NC(=O)Cn2c(O)c(N=NC(=O)c3cc4ccccc4cc3O)c3ccccc32)cc1	·	20	·	·	-1	4	·
CCOC(=O)c1nc2c(ccc3ccccc32)cc1C	·	·	-7	-10	-2	-3	·
C[C@H](CO)N1C[C@H](C)[C@H](CN(C)Cc2ccncc2)Oc2ncc(-c3ccccc3)cc2C1=O	-4	5	-1	-15	-2	1[16.7 µM]	-1
CCCNC(=O)C1(C)CCCN(Cc2ccsc2)C1 (stereo not drawn)	3	·	5	1	0	-4	57
c1ccc(-c2cc3c(NCC4COc5ccccc5O4)ncnc3s2)cc1 (stereo not drawn)	·	5	-5	3	·	·	·
Cc1noc(C)c1S(=O)(=O)Nc1ccc2c(c1)CC(=O)N([C@@H](C)CO)C[C@H](C)[C@@H](CN(C)Cc1ccc(-c3ccccc3)cc1)O2	0	·	10	6	·	3[16.7 µM]	48
Cc1cccc(C)c1NC(=O)CN(C)CC(=O)c1c(N)n(Cc2ccccc2)c(=O)n(C)c1=O	-2	0	-1	-2	-1	-5	-1
COc1ccccc1N(Cc1cc(=O)[nH]c2ccccc12)C(=O)C(C)C	0	1	-4	-1	3	3	-4
COc1ccc(OC)c(C2NC(=O)NC(C)=C2C(=O)Nc2ccc(C)cc2)c1 (stereo not drawn)	4	-1	·	·	-2	·	-9
O=C(Nc1ccc(F)cc1F)c1cc2nc3c(c(C(F)(F)F)n2n1)CCCC3	·	0	·	·	-1	-3	·
Cc1cc(C(=O)Nc2ccc(C)c(S(=O)(=O)N3CCOCC3)c2)c2ccccc2n1	5	-6	-4	7	0	59	4
Cc1cc(-c2ccc(C)c(S(=O)(=O)NCCCN3CCCCCC3)c2)on1	-7	-1	-4	1	0	-3	0
O=C(O)C[C@@H]1CC[C@H](NC(=O)Nc2cc(F)ccc2F)[C@H](CO)O1	-4	-9	-1	2	-1	·	0
C[C@@H]1CN([C@H](C)CO)C(=O)Cc2cc(NC(=O)CCC(F)(F)F)ccc2O[C@@H]1CN(C)S(=O)(=O)c1ccc(Cl)cc1	4	0	6	5	-3	-1[16.7 µM]	42
Cc1cscc1-c1ccc(C(=O)Nc2c(C)cccc2C)o1	8	·	-2	-2	-3	1	14
CC(C)C(=O)Nc1ccc2c(c1)C(=O)N(C)[C@@H]1CC[C@@H](CC(=O)NC3CCCC3)O[C@H]1CO2	0	-10	-4	-6	-1	-20[16.7 µM]	-21
COc1cc(C)c(S(=O)(=O)N2CCN(C)CC2)cc1C	0	1	·	·	7	13	-2
COc1ccc(CNC(=O)C2CCC(CNS(=O)(=O)c3cccs3)CC2)cc1 (stereo not drawn)	12	-5	1	-8	-1	3	-7
Cn1c(=O)c2c(ncn2CC(=O)Nc2nc(-c3ccc(F)c(F)c3)cs2)n(C)c1=O	·	-1	7	2	-4	-1	·
O=C(NN1C(=O)/C(=C\c2ccc(O)c([N+](=O)[O-])c2)SC1=S)c1ccccc1Cl	-7	21	10	2	-2	-10	7
Cc1ccc(/C=N/NC(=O)COc2ccc(Cl)c(C)c2)o1	-6	8	2	-5	0	-4	-8
CCC(C)(C)NC(=O)C(c1ccc(OC)cc1)N(CCOC)C(=O)CCC(=O)Nc1nccs1 (stereo not drawn)	·	4	0	2	·	·	·
C[C@@H](NC(=O)[C@@H]1[C@@H](CO)[C@@H]2Cn3c(cccc3=O)[C@@H]2N1Cc1ccncc1)c1ccccc1	-2	-19	-3	-7	3	6[16.7 µM]	-9
Cc1cc(NS(=O)(=O)c2ccc(NC(=O)Cc3ccc([N+](=O)[O-])cc3)cc2)no1	-2	13	-2	4	0	0	0
CCOc1ccc(-c2cn[nH]c2N)cc1	28	5	4	?	-1	17	54

Source: PubChem BioAssay (Broad Institute)
